LMNA splice mod = changes lamin A minigene splicing in HeLa cells; HeLa LMNA splicing GFP/RFP minigene ratio, 48 h; Potency, µM (titrated, usually from 46.1 µM), without a hit: at the top dose ratio change, negative = inhibition, hits mostly inhibitors; 200,000 compounds, 0.01% hits; active = well fitted inhibition curve with a large enough effect in the signal ratio, with a control signal flat, not every such curve was filed as active; inconclusive = small, poorly fitted or top-dose-only effect, or effect the other way, or a change in a side signal; the % refers to the signal ratio; note: % is set by controls: 0 for no effect and ±100 for the full control effect
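S3 HeLa cells stably expressing lamin A-EGFP splicing minigene plus DsRed2, 600 cells/well, 48 h compound exposure at 37C. Laser-scanning cytometry; analysed as GFP (500-530 nm)/RFP (575-640 nm) total intensity ratio; 0.5% DMSO vehicle.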
JMJD2E inh = JMJD2E (human) inhibition; JMJD2E catalytic domain, FDH-coupled NADH fluorescence (FDH is formaldehyde dehydrogenase); AID 2147; 230,000 compounds, 1.6% hits; B2RXH2; Potency, µM (highest dose often 57.1 µM), for inactives: at the top dose activity change, negative = inhibition, usual class: inhibitors; active = well fitted inhibition curve with a large enough effect, not every such curve was filed as active; inconclusive = small, poorly fitted or top-dose-only effect, or another doubt; inactive = no such curve, though single readings can be large or run the other way;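 note: 0% = wells with enzyme and -100% = buffer wells without enzyme; nearly all actives have a fitted effect of over 50% in size; many of its hits are not listed in these tables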
Target sequence (B2RXH2 1-337 limits assumed): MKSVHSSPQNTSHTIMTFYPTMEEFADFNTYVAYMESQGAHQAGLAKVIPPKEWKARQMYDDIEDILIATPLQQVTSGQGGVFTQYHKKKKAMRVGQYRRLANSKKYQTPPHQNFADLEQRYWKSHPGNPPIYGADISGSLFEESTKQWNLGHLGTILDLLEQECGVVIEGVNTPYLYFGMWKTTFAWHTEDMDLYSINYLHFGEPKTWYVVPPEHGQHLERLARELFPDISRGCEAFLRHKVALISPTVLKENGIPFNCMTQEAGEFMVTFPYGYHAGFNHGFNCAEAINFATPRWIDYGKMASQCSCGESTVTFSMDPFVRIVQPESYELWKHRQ
ALDH1A1 block = ALDH1A1 (human) enzyme inhibition; P00352; 220,000 compounds, 7.3% hits; Potency, µM (titrated, usually from 75.3 µM), for the others: at the highest dose activity, negative = inhibition, most hits filed as inhibitors; Purified ALDH1A1, NADH fluorescence, propionaldehyde substrate; AID 1030; active = well fitted inhibition curve with a large enough effect, not every such curve was filed as active; inconclusive = small, poorly fitted or top-dose-only effect, or another doubt; inactive = no such curve, though single readings can be large or run the other way;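 note: plate controls were no enzyme wells and a reference inhibitor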
Target sequence (P00352 whole entry, looked up): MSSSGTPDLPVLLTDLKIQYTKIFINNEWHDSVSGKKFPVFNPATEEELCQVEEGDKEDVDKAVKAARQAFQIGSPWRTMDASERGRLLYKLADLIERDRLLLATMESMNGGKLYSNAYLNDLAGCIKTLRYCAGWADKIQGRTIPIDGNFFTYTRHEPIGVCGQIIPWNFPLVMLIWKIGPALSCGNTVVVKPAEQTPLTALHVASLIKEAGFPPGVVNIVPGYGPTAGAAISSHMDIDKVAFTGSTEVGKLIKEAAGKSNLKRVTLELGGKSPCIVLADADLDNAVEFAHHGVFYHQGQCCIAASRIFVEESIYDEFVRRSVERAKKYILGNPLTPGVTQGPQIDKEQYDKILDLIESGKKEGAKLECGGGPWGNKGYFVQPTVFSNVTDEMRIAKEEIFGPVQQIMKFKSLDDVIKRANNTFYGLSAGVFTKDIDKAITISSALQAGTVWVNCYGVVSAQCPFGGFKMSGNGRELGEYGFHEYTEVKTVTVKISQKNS
SMN2 splice up = increases expression of the SMN2 splice variant | HEK293 SMN2-luciferase splicing reporter, luminescence, 30-36 h | Potency, µM (titrated, usually from 46.1 µM), for inactives: top-dose activity change, positive = activation, usual class: activators | 210,000 compounds, 2.8% hits | AID 1458; note: % of control where 0% means no effect; nearly all actives have a fitted effect of over 55% in size
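HEK293 cells carry an SMN2 […]–luciferase reporter in which exon 7 inclusion puts luciferase in frame. Cells were plated 10-12 h before compound addition, then incubated 30-36 h at 37C. ONE-Glo luminescence was read; sodium butyrate at 4.5 mM final served as control.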
RECQ1 inh = blocks DNA unwinding by human RECQ1 | P46063 | RECQ1 DNA unwinding, red fluorescence kinetic read | Potency, µM (highest dose often 57.3 µM), for the others: top-dose activity, negative = inhibition, hits mostly inhibitors | 240,000 compounds, 0.54% hits;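 note: plate controls were vehicle for no effect and no enzyme for full effect; nearly all actives have a fitted effect of over 30% in size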
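50 nM RECQ1T1 preincubated 15 min with compound in Tris pH 8.0 buffer with MgCl2, DTT, Tween-20 and 2.5 ug/ml poly(dI-dC); started with 200 nM TAMRA/BHQ-2 forked duplex and 2 mM ATP. Unwinding read as fluorescence (525/598 nm), two reads 2 h apart.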
RGS12 GoLoco inh = RGS12 GoLoco-Gai1 interaction inhibition | Gai1:RGS12 GoLoco peptide FP, rhodamine, 10 min | AID 880 | 230,000 compounds, 0.44% hits | Potency, µM (top dose mostly 61.6 µM), without a hit: at the highest dose activity, negative = inhibition, usual class: inhibitors | P63096; active = well fitted inhibition curve with a large enough effect, not every such curve was filed as active; inactive = no such curve, though single readings can be large or run the other way; note: % is set by controls: 0 for no effect and ±100 for the full control effect; nearly all actives have a fitted effect of over 30% in size; many of its hits are not listed in these tables
TRb SRC2 PPI = inhibitors of human thyroid hormone receptor beta-SRC2 interaction | Potency, µM (top dose mostly 106 µM), without a hit: top-dose activity change, negative = inhibition, hits mostly inhibitors | P10828 | TRbeta-SRC2 peptide binding, fluorescence polarization; receptor liganded with 1 µM T3 | 280,000 compounds, 0.065% hits;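 note: plate controls were bound peptide for no effect and peptide without receptor for full effect; nearly all actives have a fitted effect of over 50% in size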
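Assay buffer: 20 mM Tris-HCl, 100 mM NaCl, 10% glycerol, 1 mM EDTA, 0.01% NP-40, 1 mM DTT, 1 uM T3, 5% DMSO; TRb LBD 0.6 uM, Texas Red SRC2 20 nM; FP after 5 hr.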
TexasRed fluor = counter-screen for TRb-SRC2 inhibitors: fluorescence interference; Potency, µM (doses to about 106 µM), for inactives: at the highest dose fluorescence change, negative = quenching; 280,000 compounds, 0.29% hits; TRb/SRC2 Texas Red total fluorescence interference; active = well fitted curve in either direction with a large enough effect; inconclusive = small, poorly fitted or top-dose-only effect; note: % is set by controls: 0 for no effect and ±100 for the full control effect
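Human TRb ligand-binding domain at 0.6 uM with 20 nM Texas Red SRC2 peptide in Tris buffer containing 1 uM T3 and 5% DMSO, incubated with compound 5 h at ambient temperature. Total fluorescence (555/632 nm) calculated as parallel + 2 × perpendicular.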
Starred values were filed as active, the others as inactive; i = inactive; ? = inconclusive; . = no result given; & = joins results of further samples; [ ] = dose if it differs, or a comment. Unless noted, calls come from the whole dose curve; as a rule, active = well fitted curve in the direction sought with a large enough effect; inconclusive = small, poorly fitted or top-dose-only effect, or another doubt; inactive = no such curve, though single readings can be large; an effect the other way counts as inactive or inconclusive. Potency is the fitted concentration of half-maximal effect. These rows are one share of the data (hit frequency here may not be typical).

SMILES | LMNA splice mod | JMJD2E inh | ALDH1A1 block | SMN2 splice up | RECQ1 inh | RGS12 GoLoco inh | TRb SRC2 PPI | TexasRed fluor
N#Cc1c(/N=C/C2C(=O)NC(=S)NC2=O)sc2c1CCCC2 | . | ? | 22µM* | 3% | 0% | 44%[activator] | 3% | 2%
CCCC[N+]1(C)[C@@H]2CC(OC(=O)[C@H](CO)c3ccccc3)C[C@H]1[C@@H]1O[C@@H]12 (stereo partly specified) | ? | 4% | . | . | 12% | 17% | -3% | -1%
O=C(OCC(=O)c1cccs1)C1=COCCO1 | 2% | 3% | 14µM* | 14µM* | -6% | 11% | -1% | 0%
COc1ccc(-c2n(-c3ccccn3)c3ccccc3[n+]2-c2ccccn2)cc1 | . | ? | . | . | i | 1% | 3% | -1%
Cc1cc(Br)ccc1N1C(=O)CC(=O)NC1=O | -7% | -2% | -1% | -4% | -6% | 12% | 4% | -1%
CC1=NN(c2ccccc2)C(=O)C1=C(C)C | . | -7% | ? | 8% | -12% | 112%[activator] | 3% | 1%
CN1CC[C@@H]2CN3CCc4cccc(c43)[C@H]2C1 | . | ? | ? | . | -4% | -19% | -8% | 4%
CN(CCc1ccc(Cl)c(Cl)c1)[C@@H]1CCCC[C@@H]1N1CCCC1 | . | . | 3.5µM* | -52%[inhibitor] | -1% | -4% | 9% | -3%
C=C(C)[C@H]1O[C@H]2CC[C@@]3(C)[C@@](O)(CC[C@H]4[C@@H]5OC(C)(C)[C@H]6C[C@@H]7C(=C)Cc8c(Cl)cc9[nH]c(c5c9c8[C@@]76O)[C@@]43C)[C@]23O[C@@H]3[C@H]1O | . | . | 0% | 12% | i | -1% | -8% | 0%
Nc1ccc2c(c1)oc1ccccc12 | 3%[0.0737 µM] | ? | ? | -12% | -3% | 1% | -1% | -1%
CCS(=O)(=O)N1N=C(c2cccc(NS(C)(=O)=O)c2)CC1c1ccccc1 (stereo unspecified) | ? | ? | 13µM* | -25% | 35µM* | 229%[activator] | 2% | 9%
COc1ccc(-c2cc(=NCCCCCC(=O)O)c3cc(C)ccc3o2)cc1 | ? | ? | ? | 8% | 9% | 3% | 0% | -3%
CC(=O)c1c(O)c(C)c(O)c(Cc2c(O)c3c(c(C(=O)/C=C\c4ccccc4)c2O)OC(C)(C)C=C3)c1O | . | 20µM* | 22µM* | . | -33% | 5% | 3% | -6%
CCn1ccnc1CN1CCCC(C(=O)c2cc(C)c(OC)c(C)c2)C1 (stereo unspecified) | ? | -26% | -5% | . | 4% | 9% | 4% | -5%
CC(=O)Nc1ccccc1C(=O)OCc1ccc(C(=O)c2ccccc2)cc1 | 0% | -2% | ? | -24% | -9% | 13% | 4% | -8%
CC[C@@]1(O)C(=O)OCc2c1cc1n(c2=O)Cc2cc3c(N)cccc3nc2-1 | . | ? | . | . | ? | -12% | -4% | -5%
c1cncc(C2CCCN2)c1 (stereo unspecified) | . | . | -13% | 18% | -12% | 0% | 6% | -1%
O=c1[nH]c(=O)n(Cc2ccccc2)c(O)c1/C=C1\C=Nc2ccccc21 | . | -17% | ? | 12% | i | 18% | -1% | -7%
c1ccc2cc3c(cc2c1)-c1cccc2cccc-3c12 | . | . | ? | 4% | -1% | 5% | 10%[201 µM] | 1%[201 µM]
O=C(O)c1ccc(N=Cc2c(O)n(Cc3ccc(F)cc3)c(=O)[nH]c2=O)cc1 | . | 2% | . | . | -6% | 19% | 5% | -1%
CCN(CC)S(=O)(=O)N1CCC(C(=O)N2CCC3(CC2)OCCO3)CC1 | . | 1% | ? | -6% | i | -8% | 3% | 0%
Cc1ccc(/C(CSc2nccn2-c2ncc(C(F)(F)F)cc2Cl)=N\O)cc1 | ? | 9% | 15% | -50%[inhibitor] | ? | -8% | -15% | -1%
CCc1c(C)nc(N)nc1N1N=C1SC | 13% | -4% | -1% | 28% | 3% | -11% | -6% | -1%
CCC(CO)(C(=O)OC1C[N+]2(C)CCC1CC2)c1ccccc1 (stereo unspecified) | . | -27% | -6% | -10% | -1% | 16µM* | -3% | -6%
COc1ccc(OC(=O)Nc2ccccc2)cc1 | -24% | -2% | ? | ? | -2% | -3% | -9% | 0%
CN(C)C(=S)SC(=S)N(C)C | ? | . | 3.5µM* | . | i | 1% | -2% | 1%
CC(C)(c1ccccc1)c1ccc(O)cc1 | . | . | ? | -2% | -1% | -5% | 0%[201 µM] | -4%[201 µM]
COc1cc(CNC(=O)CCCC/C=C\C(C)C)ccc1O | 0%[46 µM] | ? | 3.5µM* | -3%[20.6 µM] | -1% | 1% | -5% | 2%
CCC(CC)C1C(C#N)=C(N)Oc2c1c(=O)oc1ccccc21 (stereo unspecified) | ? | -5% | -7% | -25% | -2% | 9% | -14% | -2%
CCCCn1c(O)c(C(CC)=NCCCn2ccnc2)c(=O)[nH]c1=O | . | 3% | . | . | -2% | 8% | 5% | -3%
Cc1cc(Br)c(NC(=O)CN2CC=C(c3ccccc3)CC2)c(Br)c1 | ? | ? | -1% | 22% | -14% | 5% | 2% | 1%
CCCNc1nc(OC)nc(N2CC3CC(C2)c2cccc(=O)n2C3)n1 (stereo unspecified) | . | -5% | -3% | 10% | i | 4% | 2% | 3%
C=CC[C@]1(O)CCC2C3CCC4=CCCCC4C3CCC21C (stereo partly specified) | ? | . | ? | . | i | 4% | 1% | 0%
CC(C)NCC(O)c1ccc(C2CCCC2)cc1 (stereo unspecified) | 7% | 2% | -1% | -12% | -6% | 23% | 0% | 1%
Cc1ccc(-n2c(O)c(C=Nc3ccc(S(=O)(=O)N(C)C)cc3)c(=O)[nH]c2=O)cc1 | 0% | -28% | -7% | 7% | -2% | 2% | -2% | -3%
O=P(CN1CCN(c2ccccc2)CC1)(N1CCCCC1)N1CCCCC1 | 0% | 3% | -4% | -6% | -19% | 3% | -5% | -1%
Nc1c(Br)cc([N+](=O)[O-])cc1[N+](=O)[O-] | . | . | 25µM* | -5% | -5% | 7% | 6% | -2%
Cc1cc(OC(=O)CCCNC(=O)OC(C)(C)C)c2c3c(c(=O)oc2c1)CCC3 | 14% | 2% | ? | -35%[inhibitor] | -3% | -5% | -8% | -5%
Cc1sc2ncn(CC(=O)NCC(=O)N3CCC4(CC3)OCCO4)c(=O)c2c1C | 3% | 2% | 9% | 6% | -7% | 8% | -1% | -1%
O/N=C1/C(=C\c2ccccc2)N2CCC1CC2 | 0% | -3% | ? | -19% | 2% | -5% | -16% | 3%
COc1c(C(C)(C)C)cc([N+](=O)[O-])c(C)c1[N+](=O)[O-] | . | . | ? | -7% | -5% | 5% | 4% | 0%
C[N+]12CCC(CC1)C(C(O)(c1ccccc1)c1cccs1)C2 (stereo unspecified) | 6% | -5% | 1% | -9% | -2% | 3.5µM* | 1% | -2%
COc1ccc(CCNC(C)CCc2ccc(OC)cc2)cc1 (stereo unspecified) | 12% | -9% | -2% | -5% | 11% | 6% | -1% | 6%
CC(=O)Nc1ccc(S(=O)(=O)N(C)CCOCc2ccccc2)cc1 | ? | 0% | ? | -17% | i | 4% | 1% | -9%
CCCCn1c(NS(=O)(=O)c2ccc(C)cc2)c(C(=O)OCC)c2nc3ccccc3nc21 | 9% | ? | ? | -18% | -3% | 27% | -27% | -11%
O=C(C[N+]12CCN(CC1)CC2)NCCc1ccc(Cl)cc1Cl | 4%[46 µM] | ? | ? | 3% | -9% | 10% | -4% | -2%
CCOC(=O)C(NC(=O)CC)(Nc1ccc(C(O)(C(=O)OCC)C(F)(F)F)cc1C)C(F)(F)F (stereo unspecified) | 1% | 4% | 11% | -15% | -4% | -6% | -4% | 1%
CC(=NCc1ccco1)c1c(O)n(-c2ccc(Cl)cc2)c(=O)[nH]c1=O | . | -3% | . | . | -4% | -159% | 3% | -2%
O=c1[nH]c2ccccc2c(=O)n1-c1ccc(Cl)cc1Cl | ? | ? | -4% | -18% | -13% | 4% | 2% | 1%
CC(C)(O)C1C2OC(=O)C1[C@]1(O)C[C@H]3O[C@]34C(=O)O[C@H]2[C@]14C (stereo partly specified) (tested in a mixture with another compound) | -12% | 4% | 3% | 15% | i | 7% | 2% | 0%
CCCCC(=O)N/N=C/c1c(O)n(CCC2=CCCCC2)c(=O)[nH]c1=O | . | ? | . | . | -3% | 5% | 1% | -1%
CCOC(=O)[C@@]1(C#N)[C@@H]2C=CC(C(N)=O)=CN2[C@@H](C(N)=O)[C@@H]1c1cccc(Cl)c1 | -16% | ? | ? | 18% | -5% | 24% | -9% | 4%
CN1C(=O)COc2c(C(=O)NC3CN4CCC3CC4)cc(Cl)cc21 (stereo unspecified) | -26% | -6% | 3% | -1% | -4%&0% | 5%&-1% | 1%&2% | 0%&4%
O=C(O)c1cccc2c1NC(C(=O)O)C1CC(Sc3ccccc3[N+](=O)[O-])C(Cl)C21 (stereo unspecified) | -11% | -2% | 0% | ? | 3% | 2% | -11% | ?
CCOc1ccc(N=Cc2c(O)n(-c3cc(C)cc(C)c3)c(=O)[nH]c2=O)cc1 | . | -4% | . | . | -8% | 13% | -1% | -2%
O=C1NC(=O)N(c2ccccc2)C(=O)/C1=C\c1ccccc1[N+](=O)[O-] | . | -29% | . | . | -2% | 0% | 10% | 0%
O=C(Cc1ccc(Cl)c(Cl)c1)N1CCCC[C@H]1CN1CCCC1 | . | -9% | 5% | . | 0% | 9% | 3% | -3%
COc1ccc(S(=O)(=O)Cc2ccc(C(=O)N3CCC4(CC3)OCCO4)o2)cc1 | 3% | 6% | 4% | 0% | i | -3% | -11% | 1%

High-throughput results: PubChem BioAssay, National Center for Advancing Translational Sciences (NCATS)
